Bioassay records from PubChem.
GPR35 arrestin U2OS: GPR35 antagonists blocking zaprinast-driven arrestin recruitment, primary screen, imaging, U2OS, beta-arrestin-GFP, zaprinast agonist (AID 2058); U2OS GPR35 beta-arrestin-GFP translocation imaging, zaprinast antagonism; higher % means a stronger effect; one-dose inhibition, % at 10 µM; IC50 in µM for titrated hits; 0.052% of 290,000 active;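 active = inhibition of at least 50% with at least 30 cells and total cytoplasm GFP at most 10,000,000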
SV40 large T antigen: SV40 large T antigen inhibitors, biochemical (AID 1903); SV40 large T antigen ATPase/helicase inhibition assay; higher % means a stronger effect; inhibition, % at 20 µM, or IC50 in µM where a hit was titrated; 0.39% of 310,000 active; in the data active = a potency from the dose series; note: strong numbers were not always called active
Salmonella PhoP GFP: PhoP-dependent GFP reporter repression – Salmonella Typhimurium, primary screen (AID 1863) | S. Typhimurium PhoP-regulated promoter GFP reporter, 4 h; higher % means a stronger effect | one-dose inhibition, % at 50 µM; IC50 in µM for titrated hits | 0.16% of 300,000 active;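 active = inhibition over 29.93%, a cutoff 3 SD above the screen mean, later confirmed by dose response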;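 note: 0% = low Mg2+ inducing control and 100% = high Mg2+ repressing control; strong numbers were not always called active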
NS5 inhibitors: flavivirus cap methylation enzyme inhibition – biochemical, confirmation dose response, primary screen (AID 588689) | Dengue-2 NS5 methyltransferase capping enzyme assay, biochemical; higher % means a stronger effect | one-dose inhibition, % at 25 µM; IC50 in µM for titrated hits | 0.3% of 340,000 active; in the data active = a potency from the dose series
RSV CPE inhibition: RSV antiviral activity via CPE protection, HEp-2 cells, primary 10 µM value included (AID 2391) | HEp-2 cells, RSV-induced CPE inhibition; higher % means a stronger effect | one-dose CPE inhibition, % at 10 µM; IC50 in µM for titrated hits | 0.13% of 310,000 active; in the data active = a potency from the dose series; note: strong numbers were not always called active
West Nile antiviral: West Nile virus antiviral activity, cell-based, CPE readout (AID 1621); West Nile virus-infected cells, CPE inhibition; higher % means a stronger effect; one-dose CPE inhibition, % at 10 µM; IC50 in µM for titrated hits; 0.02% of 290,000 active; in the data active = a potency from the dose series; note: strong numbers were not always called active
MgcRacGAP inhibition: MgcRacGAP GTPase-activating activity inhibitors, confirmation, biochemical, ADP Hunter fluorescence; MgcRacGAP-stimulated Rac1 GTP hydrolysis, ADP Hunter fluorescence; higher % means a stronger effect; GST-tagged Rac1 F28L mutant substrate; inhibition, % at 30 µM; hits with a dose series show IC50 in µM; 0.6% of 340,000 active; AID 624330;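 active = first-screen hits whose inhibition reached a set limit at any dose in the follow-up dose series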;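 note: fluorescence reports GDP produced by GAP-driven GTP hydrolysis; strong numbers were not always called active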
CSM14.1 death rescue: protection against thapsigargin-triggered cell killing – 384-well, CSM14.1, ATP luminescence, primary screen (AID 1222); CSM14.1 thapsigargin-induced death rescue, ATP luminescence; higher % means a stronger effect; one-dose cellular ATP content (survival), % at 20 µM; EC50 in µM for titrated hits; 190,000 tested, under 10 active;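 active = EC50 below 50 µM in the dose-response confirmation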;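 note: death triggered by thapsigargin at about 15 µM added after 2 h compound pretreatment; cell ATP read after overnight thapsigargin exposure of roughly 18 to 22 hours; normalized against plate controls of thapsigargin alone and 5% DMSO vehicle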
LYP phosphatase: PTPN22 lymphoid phosphatase activity blockers – biochemical, fluorescence intensity, uHTS (AID 1779) | recombinant LYP phosphatase, fluorescence intensity; higher % means a stronger effect | inhibition, % at 11.5 µM; hits with a dose series show IC50 in µM | 0.054% of 290,000 active; in the data active = inhibition above about 50%;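 note: plate controls were vehicle with enzyme for no effect and no enzyme for full effect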
* hit, by the source's call; x = no result given.

Field names: A = GPR35 arrestin U2OS; B = SV40 large T antigen; C = Salmonella PhoP GFP; D = NS5 inhibitors; E = RSV CPE inhibition; F = West Nile antiviral; G = MgcRacGAP inhibition; H = CSM14.1 death rescue; I = LYP phosphatase
CCOC(=O)c1ccccc1NC(=O)c1cccc([N+](=O)[O-])c1
  A: 5%; B: 5%; C: -10%; D: -2%; E: -0.3%; F: -0.1%; G: -1%; H: -1.1%; I: 0%
Cc1ccc(NC(=O)NC2CC(=O)N(c3ccc4c(c3)OCCO4)C2)cc1 (centres undefined)
  A: x; B: 13%; C: -3%; D: -9%; E: -1.1%; F: x; G: 5%; H: x; I: x
COc1ccc(Cn2nnnc2CN2CCC(c3nc4ccccc4s3)CC2)cc1
  A: -9%; B: 2%; C: 0%; D: -5%; E: 0.8%; F: -1.7%; G: 8%; H: 0.3%; I: -2%
Cc1ccc2[nH]c(=O)c(CN(Cc3ccco3)C(=O)N3CCOCC3)cc2c1
  A: 7%; B: 1%; C: -6%; D: 0%; E: 3.2%; F: -0.4%; G: 5%; H: -1.0%; I: -6%
CCOc1ccc(NC(=O)C2CCC(N3C(=O)C4CC=CCC4C3=O)CC2)cc1 (centres undefined)
  A: 10%; B: 7%; C: -1%; D: 15%; E: -1.4%; F: 0.6%; G: -1%; H: -0.5%; I: -1%
O=C1CC(c2ccccc2)C(C(=O)O)N1 (centres undefined)
  A: 1%; B: 7%; C: 7%; D: -2%; E: 2.2%; F: 0.6%; G: 4%; H: -1.0%; I: -1%
CN1CCN(c2nc(-c3ccc(Cl)c(Cl)c3)nc3ccccc23)CC1
  A: -12%; B: 6%; C: x; D: -2%; E: -1.5%; F: 2.0%; G: 6%; H: x; I: 2%
Cc1ccc(NC(CC(=O)c2ccccc2)c2ccc(F)cc2)cc1 (centres undefined)
  A: 12%; B: 4%; C: -3%; D: -5%; E: 0.2%; F: 3.1%; G: 12%; H: -1.4%; I: -3%
CCOc1ccc(OCc2cccc(C(=O)N(CC)CC)c2)cc1
  A: -18%; B: 13%; C: 3%; D: -9%; E: 17%; F: -1.8%; G: 5%; H: -2.7%; I: -7%
Cc1ccc2c(c1)nc(NCCO)n2C
  A: -11%; B: 1%; C: -17%; D: -7%; E: 0.7%; F: -0.2%; G: 4%; H: -2.7%; I: -8%
Cc1nc(-c2nnc(SCC(=O)Nc3cc(C(F)(F)F)cc(C(F)(F)F)c3)n2C)cs1
  A: -5%; B: 7%; C: -1%; D: 2%; E: -0.3%; F: -0.1%; G: 13%; H: x; I: 1%
Cc1ccccc1NC(=O)NCCc1c[nH]c2ccccc12
  A: 9%; B: 10%; C: -5%; D: -9%; E: 2.0%; F: 0.5%; G: 7%; H: -0.7%; I: 0%
CCCNNC(=O)C(O)(c1ccccc1)c1ccccc1
  A: -9%; B: -5%; C: 1%; D: -6%; E: 0.4%; F: 0.7%; G: -8%; H: 1.3%; I: -4%
CN1C(C(=O)N2CCc3ccccc3C2)=CC(c2ccc(F)cc2)=NS1(=O)=O
  A: 0%; B: 0%; C: -2%; D: -13%; E: 4.2%; F: -0.3%; G: 2%; H: x; I: -4%
Cc1ccc(-c2nnn(CC(=O)N(Cc3cccs3)C(C(=O)NCC3CCCO3)c3ccco3)n2)o1 (centres undefined)
  A: 2%; B: 0%; C: 2%; D: -10%; E: 0.0%; F: -1.0%; G: 3%; H: 0.8%; I: -6%
Cc1cc(CN2C(=O)c3ccccc3C2=O)no1
  A: -9%; B: 3%; C: 17%; D: -10%; E: 1.3%; F: x; G: -5%; H: -2.2%; I: 2%
COc1cc2c(=O)n(Cc3ccccc3)c(=O)n(CC(=O)NCc3ccco3)c2cc1OC
  A: -11%; B: 28%; C: 1%; D: -4%; E: x; F: -0.1%; G: 10%; H: 0.1%; I: 4%
Cn1ccnc1C1CCCCN1Cc1nc(-c2ccc(Cl)cc2)no1 (centres undefined)
  A: 1%; B: 17%; C: -6%; D: -7%; E: 1.7%; F: -0.9%; G: 7%; H: 2.9%; I: -6%
COc1ccc(NCc2ccc3c(c2)OCO3)cc1Cl
  A: 2%; B: 34%; C: 3%; D: 0%; E: 0.8%; F: -0.1%; G: 5%; H: -3.0%; I: 0%
Cc1ccc(N2C(=O)c3ccccc3C2C(=O)c2cc(C)ccc2O)cc1 (centres undefined)
  A: -7%; B: 7%; C: -5%; D: -3%; E: -0.5%; F: 0.3%; G: 2%; H: -0.1%; I: -3%
CCn1c(SC)nnc1C1CCN(S(=O)(=O)c2ccc(OC)cc2)CC1
  A: -2%; B: -1%; C: -2%; D: -5%; E: 2.6%; F: -1.6%; G: 9%; H: -0.5%; I: -4%
COc1ccc(C(=O)N2CCC(n3nnc4cc(F)ccc43)CC2)cc1OC
  A: 10%; B: 1%; C: -4%; D: -2%; E: 0.6%; F: -1.0%; G: 14%; H: -1.5%; I: -5%
CCc1ccc(NC(=O)CN(c2ccc3c(c2)OCO3)S(=O)(=O)c2c(C)noc2C)cc1
  A: -7%; B: 17%; C: 1%; D: -5%; E: 1.0%; F: -0.2%; G: 5%; H: -0.8%; I: -5%
Cc1ccc(-n2[nH]c(C)c(/C=N/N3C(=O)c4cccc5cccc(c45)C3=O)c2=O)cc1
  A: 8%; B: 9%; C: -6%; D: x; E: -0.6%; F: -1.5%; G: x; H: 31%; I: 1%
Cc1cc(NC(=O)CCN2C(=O)/C(=C\c3ccccc3)SC2=S)no1
  A: 12%; B: 6%; C: -5%; D: 0%; E: 2.0%; F: -0.5%; G: -2%; H: x; I: -4%

Filtered by structure: the compounds so far with a halogen (seven)
Field names: A = GPR35 arrestin U2OS; B = SV40 large T antigen; C = Salmonella PhoP GFP; D = NS5 inhibitors; E = RSV CPE inhibition; F = West Nile antiviral; G = MgcRacGAP inhibition; H = CSM14.1 death rescue; I = LYP phosphatase
CN1CCN(c2nc(-c3ccc(Cl)c(Cl)c3)nc3ccccc23)CC1
  A: -12%; B: 6%; C: x; D: -2%; E: -1.5%; F: 2.0%; G: 6%; H: x; I: 2%
Cc1ccc(NC(CC(=O)c2ccccc2)c2ccc(F)cc2)cc1 (centres undefined)
  A: 12%; B: 4%; C: -3%; D: -5%; E: 0.2%; F: 3.1%; G: 12%; H: -1.4%; I: -3%
Cc1nc(-c2nnc(SCC(=O)Nc3cc(C(F)(F)F)cc(C(F)(F)F)c3)n2C)cs1
  A: -5%; B: 7%; C: -1%; D: 2%; E: -0.3%; F: -0.1%; G: 13%; H: x; I: 1%
CN1C(C(=O)N2CCc3ccccc3C2)=CC(c2ccc(F)cc2)=NS1(=O)=O
  A: 0%; B: 0%; C: -2%; D: -13%; E: 4.2%; F: -0.3%; G: 2%; H: x; I: -4%
Cn1ccnc1C1CCCCN1Cc1nc(-c2ccc(Cl)cc2)no1 (centres undefined)
  A: 1%; B: 17%; C: -6%; D: -7%; E: 1.7%; F: -0.9%; G: 7%; H: 2.9%; I: -6%
COc1ccc(NCc2ccc3c(c2)OCO3)cc1Cl
  A: 2%; B: 34%; C: 3%; D: 0%; E: 0.8%; F: -0.1%; G: 5%; H: -3.0%; I: 0%
COc1ccc(C(=O)N2CCC(n3nnc4cc(F)ccc43)CC2)cc1OC
  A: 10%; B: 1%; C: -4%; D: -2%; E: 0.6%; F: -1.0%; G: 14%; H: -1.5%; I: -5%

No enrichment for hits; overall some 1.5% were active at least once.
